# Source: PubChem BioAssay (Fisher Drug Discovery Resource Center)
# mcGAS inh – mouse cGAS inhibition by luminescence; Q8C6L5; recombinant cGAS, Kinase-Glo ATP depletion luminescence; inhibition, % at 12.5 µM; 160,000 tested, 0.15% active; AID 1259399;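 also: 0% = negative control wells and 100% = reference inhibitor with no enzyme activity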
# hcGAS lum – blocks human cGAS activity; Q8N884; recombinant h-cGAS, ATP depletion, Kinase-Glo luminescence; inhibition, % at 12.5 µM; 290,000 tested, 0.081% active; AID 1259398;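 also: 0% = vehicle reaction and 100% = reaction without DNA for no activity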
# Target sequence (Q8N884 whole entry, looked up): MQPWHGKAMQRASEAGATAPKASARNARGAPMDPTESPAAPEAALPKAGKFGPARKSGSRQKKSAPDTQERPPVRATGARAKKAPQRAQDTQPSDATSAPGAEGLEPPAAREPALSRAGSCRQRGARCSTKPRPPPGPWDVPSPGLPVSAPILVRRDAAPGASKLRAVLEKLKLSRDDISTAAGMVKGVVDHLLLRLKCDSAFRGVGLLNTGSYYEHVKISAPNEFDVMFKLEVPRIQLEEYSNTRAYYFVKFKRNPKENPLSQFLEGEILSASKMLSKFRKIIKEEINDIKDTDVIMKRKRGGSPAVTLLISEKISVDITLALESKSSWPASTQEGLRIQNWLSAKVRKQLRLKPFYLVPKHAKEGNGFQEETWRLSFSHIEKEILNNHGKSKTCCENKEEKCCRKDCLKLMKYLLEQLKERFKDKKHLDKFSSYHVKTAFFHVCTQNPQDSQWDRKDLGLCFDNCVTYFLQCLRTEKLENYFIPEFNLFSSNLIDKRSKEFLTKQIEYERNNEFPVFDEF
# NPYLR7 agonist – activates Aedes aegypti NPYLR7 receptor; HEK293T NPYLR7/Galpha15, GCaMP6s calcium fluorescence; activation, % at 10 µM; 270,000 tested, 0.15% active; AID 1259423; in the data active = activation above about 40%;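 also: 0% = vehicle and 100% = reference agonist at the receptor; some compounds past the cut are filed as inactive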
# Numbers without * were called inactive; / = no result given; & = joins results of further samples. Rule as the data show it, unless noted: active = inhibition above about 40%; inactive = the rest. Compounds as they come. Share with any hit: about 0.29%.
Compound | mcGAS inh | hcGAS lum | NPYLR7 agonist
COC(=O)c1cccc(C(=O)N2CCCC(C(=O)c3cccc4ccccc34)C2)c1 (stereo not given) | -3.6 | -6.6&-2.0 | 2.9&4.7
Cn1nc(Sc2ccc3c(c2)OCCCO3)c(=O)n(C)c1=O | -11.9 | -8.5 | 2.9
Cc1ccc2oc(C(=O)NCC3CCCCN3)cc2c1 (stereo not given) | / | -5.7 | 5.3
CC(C)(C)c1ccc(C(=O)n2cnnc2N)cc1 | / | -7.9 | -2.3
c1nnc2c3c4c(sc3ncn12)CCC4 | / | -5.0 | 1.8
Cc1c2c(nc3ccccc13)-c1ccccc1OC2 | / | 5.8 | -8.8
CNS(=O)(=O)c1ccc(C(=O)Nc2ccc(C)c(C)c2)o1 | / | -15.9 | -0.9
COc1cc(-c2ccnc(N3CCN(C(=O)c4cccnc4Cl)CC3)n2)cc(OC)c1OC | -5.2 | -3.2 | 3.5
CC1=NC2=C(C(=O)CC(c3ccccc3)C2)C(c2cccc([N+](=O)[O-])c2)C1C(=O)OCc1ccccc1 (stereo not given) | -2.7 | -2.5 | 2.1
COc1cccc2ccc(CN3CCN(c4nc5ccccc5s4)CC3)nc12 | / | -6.5 | 7.5
Cc1nn2c3cc(N4CCCC4)ccc3nc2c2ccccc12 | / | -7.0 | -2.0
Cc1ccccc1C(c1ncccc1C)N(C)C(=O)C1CCN(Cc2ccc(Cl)c(Cl)c2)CC1 (stereo not given) | / | 3.1 | -2.4
CC(C)c1ccc(CC2N=NC(=NN3CCOCC3)NC2=O)cc1 (stereo not given) | -0.3 | 4.5 | -7.9
Cc1ccc(Nc2nc(C)cc(C)c2C#N)cc1 | 3.0 | 1.2 | 1.1
COC(=O)C1CCN(C(c2ccc(OC)c(OC)c2)C2Sc3ncnn3C2=O)CC1 (stereo not given) | -3.6 | 2.6 | 5.8
COCCN(CC(=O)N(CCc1c[nH]c2ccccc12)Cc1ccc(OC)c(OC)c1)S(=O)(=O)c1ccc(Cl)cc1 | 1.4 | -0.6 | -5.5
C/C=C/C(=O)N1CCN(c2nccc(-c3ccco3)n2)CC1 | -7.7 | -9.1 | -7.3
O=C(CN1CCCCCC1)Nc1cc2[nH]c(=O)[nH]c2cc1Br | / | -9.8 | -0.3
Cc1ccc(NC(=O)CSc2nc(=O)n(Cc3ccncc3)c3c2CCC3)cc1F | -8.9 | -5.0 | 9.5
NS(=O)(=O)c1cc2c(cc1C(F)(F)F)NCNS2(=O)=O | -6.0 | -4.4&-0.9&-5.0 | -3.2&-2.2&-3.2

# The closing two records of the part above come first, to join the parts:
Compound | mcGAS inh | hcGAS lum | NPYLR7 agonist
Cc1ccc(NC(=O)CSc2nc(=O)n(Cc3ccncc3)c3c2CCC3)cc1F | -8.9 | -5.0 | 9.5
NS(=O)(=O)c1cc2c(cc1C(F)(F)F)NCNS2(=O)=O | -6.0 | -4.4&-0.9&-5.0 | -3.2&-2.2&-3.2
COCC(=O)NCCn1nc(-c2cccnc2)ccc1=O | / | 0.5 | -3.5
COc1cc(I)c(C(=O)NC(C)C)cc1OC | / | -5.7 | -3.6
Cc1nn(C)cc1CNC(=O)C(c1ccccc1)c1ccccc1 | / | -12.0 | -4.1
COc1ccc(-c2cc(COC(=O)Cc3ccc(F)cc3)no2)cc1OC | / | 0.6 | -2.8
COc1ccc(CCN(Cc2ccc(C)s2)C(=O)CN(C(=O)Nc2cccc(C)c2C)C(C)C)cc1OC | -5.7 | -2.9 | -4.6
CC(C)(C)c1[nH]nc2c1C1(C(=O)Nc3ccccc31)C(C#N)C(=N)O2 (stereo not given) | -4.8 | -2.8 | -3.2
Cc1cc(-c2nnc(CCC(=O)NC3CCc4ccccc43)o2)no1 (stereo not given) | -8.3&-1.3 | -7.5&-3.3 | -1.6&9.4
Cc1ccc(C#N)c(SCC(=O)c2ccc(Cl)cc2)n1 | -6.2 | -5.4 | 7.7
CCN1CCN(C(=O)c2cn(CC)cc3c(=O)n(-c4ccccc4)nc2-3)CC1 | -8.9 | -7.6 | -2.7
CCOC(=O)CCC(=O)N1CCN(c2ncccc2C(=O)NCC2CCCO2)CC1 (stereo not given) | -7.4 | -4.6 | 3.7
O=C(O)C1Nc2ccc3ccccc3c2C2C=CCC12 (stereo not given) | 24.7 | 26.2 | 1.1
COc1cc(N(C)C)c([N+](=O)[O-])cc1C(=O)NCCN1CCN(C)CC1 | -4.3 | 5.3 | 4.8
COC(=O)[C@H]1CCCN1C(=O)[C@@H]1[C@@H](NC(=O)NC(C)C)CCN1C(=O)c1cccn1C | -7.0 | -5.0 | -8.3
COCCN(Cc1ccc(OC)c(OCc2nc(CO)cs2)c1)C(=O)c1cccc(OC)c1 | -5.3 | -2.2 | 14.3
Cn1nc(C(=O)Nc2ccc3c(c2)OC2(CCCC2)O3)ccc1=O | -2.2 | -1.9 | 1.3
C1CCc2c(sc3nc(N4CCOCC4)nc(N4CCOCC4)c23)C1 | / | -6.8 | -3.3
O=C(NCCN1CCCC1)c1cnn(-c2ccccc2F)c1 | / | -12.3 | 11.3
NC1=NC(c2ccc(Br)s2)n2c(nc3ccccc32)N1 (stereo not given) | / | -1.0 | 9.2
COCCNC(=O)c1cc(-c2ccc(C)cc2)nc2c1c(C)nn2C1CCS(=O)(=O)C1 (stereo not given) | -0.6 | 0.5 | 2.3
CCC(=O)Nc1ccc(NC(=O)c2ccnnc2)cc1Cl | -13.3 | -14.5 | /
CC(=O)Nc1ccc(CN2CCC3(CC2)C(=O)N(C)C(=O)N3CC(C)C)cc1 | -11.7 | -4.8 | 5.3
Cc1cc(/C=C/[N+](=O)[O-])c(C)n1-c1cccnc1 | 8.9 | -6.2 | -11.3
CCCCOc1ccc(OCCSc2nc3ccccc3n2CCO)cc1 | -4.3 | -2.4 | 5.9
CCCN1CCC(Cc2noc([C@@]34CC[C@@](C)(OC3=O)C4(C)C)n2)CC1 | -8.8 | -2.1 | 3.3
COc1cccc(NC(=O)c2ccc3nc(C)c(N(C)C(=O)CCc4ccccc4)n3c2)c1 | -3.6 | -7.3 | 17.3
CN1CCN(C(=O)CCCn2nnnc2CN2CCOCC2)CC1c1ccccc1 (stereo not given) | -2.2 | -3.6&-8.1 | 7.2&-4.5
CCOc1nn(CC)cc1C(=O)Nc1nccs1 | / | -2.1 | 0.5
CCc1ccc(-c2nn(CC(=O)Nc3ccc(F)cc3F)c(=O)c3nc(C)sc23)cc1 | -7.9 | -0.2 | -1.7
Cc1ccc2c(c1)C1(SCCN1C(=O)Nc1ccc(Cl)cc1)C(=O)N2Cc1cccc(C#N)c1 (stereo not given) | 0.4 | -0.4 | -2.7
COc1ccc(CCN(C)c2cc(C(=O)NCc3ccco3)c3ccccc3n2)cc1OC | / | -3.1 | 20.5
Cn1ccc2c(-c3cccc(-n4cnnc4)c3)ccnc21 | / | 2.4 | -0.2
O=C(CCn1ccc(=O)[nH]c1=O)NCc1cc(-c2ccc(F)cc2F)on1 | / | -2.9 | -2.7
O=c1c2cnc3ncnn3c2ccn1-c1ccccc1F | / | -8.5 | 1.3
C=C1c2ccccc2NC(=O)N1C(C)c1ccccc1F (stereo not given) | / | -7.2 | 2.9
CCOC(=O)N1CCN(C2CCCN(C(=O)c3ccccc3C(F)(F)F)C2)CC1 (stereo not given) | / | -7.3 | 4.2
CC(=O)Nc1ccc(C(=O)CSc2ncn[nH]2)cc1 | -5.7 | -9.4 | 0.8
CN(C)C(=O)c1nnc2n1CCN(Cc1ccc(-c3ccccc3)cc1)C2 | / | -6.3 | 8.2
COC(=O)c1cc(C(C)C)nc2c1c(-c1ccc(OC)cc1)nn2C1CCS(=O)(=O)C1 (stereo not given) | / | -9.6 | 11.8
CC1=C(C(=O)N(C)C)C(c2cc(Br)cs2)NC(=S)N1C (stereo not given) | -17.3 | -8.2 | 0.9
COc1cccc(C(=O)N2CCCC(OCc3cccc(Cl)c3)C2)c1 (stereo not given) | -2.1 | 0.3 | -12.7
CCCN1C(=O)c2ccccc2NC12C(=O)Nc1cc(OC)ccc12 (stereo not given) | -7.7 | -5.9 | -3.3
CC(=O)Nc1ccc(S(=O)(=O)NC(C)(C)C)cc1 | -0.5 | -4.1 | 1.3
CC1CCCN(C(=O)CCN2CCc3c([nH]c4ccccc34)C2)C1 (stereo not given) | -15.0 | -1.5 | 1.6
Cc1ccc(C(NC(=O)N2CCN(c3ccccc3)CC2)C2CC2)cc1 (stereo not given) | / | -16.9 | 4.9
O=C(O)CC(NC(=O)c1ccc(=O)n(Cc2ccccc2)n1)c1ccccc1 (stereo not given) | / | -2.2 | -4.8
O=c1c(Cl)c(NCCNc2ccc([N+](=O)[O-])cc2)cnn1C12CC3CC(CC(C3)C1)C2 | / | -9.6 | 1.7
CN(Cc1n[nH]c(=O)n1CC1CCCCC1)S(C)(=O)=O | / | -2.2 | 11.8
CC(C(=O)Nc1ccc(N(C)C)cc1)N1C(=O)NC2(CCCc3ccccc32)C1=O (stereo not given) | -18.3 | -7.4 | 0.2
CCS(=O)(=O)Oc1cc(CN(C(=O)Nc2c(C(C)C)cccc2C(C)C)C(C)C)ccc1OC | -3.7 | -1.8 | 5.7
Cn1c(C(=O)Nc2nccs2)cc2c(=O)n3ccccc3nc21 | / | -6.0 | 7.4

# (continued)
Compound | mcGAS inh | hcGAS lum | NPYLR7 agonist
FC(F)(F)c1cccc(N2N=C(/C=C/c3ccccc3)CC2c2ccccc2)c1 (stereo not given) | -4.3 | -0.4 | -2.2
O=C(COc1cccc(F)c1)NNC(=O)Cc1ccc(Br)cc1 | / | 1.4 | -2.2
CC(=O)N1C[C@@H]2OC(=O)N(Cc3ccccc3)[C@@H]3CC[C@@H]1C[C@@H]23 | 0.0 | 3.1 | 12.8
CCc1ccc(C(CNC(=O)Cc2ccc(C(F)(F)F)cc2)N(C)C)cc1 (stereo not given) | / | -12.4 | 7.0
CCOC(=O)C12CCC(C(N)=O)(CC1)CC2 | / | -4.5 | 0.2
COc1ccc(-c2ncccc2C(=O)N2C[C@H]3CC[C@@H]2C3)cn1 | -18.2 | -4.8 | 3.0
Cc1nn(C)c(C)c1NC(=O)C(C)Oc1ccc(F)cc1Br (stereo not given) | / | -17.5 | 4.1
Cn1c2ccccc2c2nnc(NCCc3c[nH]c4ccccc34)nc21 | / | 2.0 | -1.9
CCC1CCC(C(=O)NCC(=O)NCC2CCCN(C)C2)CC1 (stereo not given) | 3.2 | 3.4 | 5.3
O=S(=O)(CCc1ccccc1)NCCc1csc2nc(-c3ccccc3F)nn12 | -7.1 | -5.7 | -0.2
COCCCN(CC(=O)N1CCc2sccc2C1c1ccc(Cl)cc1Cl)S(=O)(=O)c1ccc(OC)cc1 (stereo not given) | -5.8 | 0.0 | 3.2
c1n[nH]c(SCc2ccc(CSc3ncn[nH]3)cc2)n1 | / | -4.7 | 2.6
Cc1cc(C(C)(C)C)cc(C)c1CCNC(=O)c1ccncc1 | / | 1.3 | 7.5
Cc1csc(Sc2ccc(N)cc2Cl)n1 | / | -5.5 | 23.4
Cn1cccc1C(=O)C(=O)N1CC[C@@](C)(O)[C@@H](Cc2ccccc2)C1 | / | -4.2 | 6.7
CCCCCc1ccc(C(=O)N2CCCN(c3nc4ccccc4nc3-c3ccccc3)CC2)cc1 | -7.4 | -6.9 | 4.9
COc1ccc(C(CNc2ccc(C(F)(F)F)cn2)N(C)C)cc1OC (stereo not given) | / | -10.8 | 2.7
CC(C)C(=O)Nn1cnc2c(cnn2-c2ccccc2)c1=O | / | -10.8 | 2.5
Cc1ccc(S(=O)(=O)N(Cc2nccn2Cc2ccc(F)cc2)CC2CCCO2)cc1 (stereo not given) | -4.6 | -4.3 | 5.6
CCc1c(Cl)nc(C)nc1N1CCCC(C(=O)Nc2ccccc2)C1 (stereo not given) | / | -7.4 | 9.6

# Copied from the list.
# COc1ccc(C(CNc2ccc(C(F)(F)F)cn2)N(C)C)cc1OC (stereo not given) in hcGAS lum shows -10.8
# c1n[nH]c(SCc2ccc(CSc3ncn[nH]3)cc2)n1 in hcGAS lum shows -4.7
# CCc1c(Cl)nc(C)nc1N1CCCC(C(=O)Nc2ccccc2)C1 (stereo not given) in hcGAS lum shows -7.4
# Cc1csc(Sc2ccc(N)cc2Cl)n1 in NPYLR7 agonist shows 23.4
# COCCCN(CC(=O)N1CCc2sccc2C1c1ccc(Cl)cc1Cl)S(=O)(=O)c1ccc(OC)cc1 (stereo not given) in mcGAS inh shows -5.8

# The listing continues.
Compound | mcGAS inh | hcGAS lum | NPYLR7 agonist
C#Cc1cccc(N(Cc2ccccc2)C(=O)CN(C)C(C)=O)c1 | -14.1 | -6.9 | 5.3
CCOC(=O)c1sc(N)c(C#N)c1CSc1nc(C)nc2sc(C(=O)OCC)c(C)c12 | / | -4.7 | 16.8
c1ccc(CSc2ccc(-c3ccc4c(c3)OCO4)nn2)nc1 | -1.2 | -3.1 | 3.7
COc1ccccc1OCC1CN(C(=O)c2ccc(C)nc2Cl)CCO1 (stereo not given) | -6.2 | -5.6 | 3.8
Cc1c(C2=NNC(=NC3CC3)SC2)sc2ccccc12 | -8.9 | -8.9 | 6.1
COc1cccc(C(=O)N(CCN2CCOCC2)Cc2nccn2Cc2c(C)cc(C)cc2C)c1 | -7.3 | -2.2 | 5.5
COc1c(C)cnc2c1c(=O)n(CC(=O)N1CCCC1)c(=O)n2C | -9.5 | -5.4 | 1.0
Cc1nc(COc2ccccc2C(=O)N(C)CC(=O)Nc2cccc3ccccc23)no1 | -5.6 | -6.2 | -0.3
CCn1c(C(C#N)=Cc2ccc(C)cc2)nc2ccccc21 | / | 0.3 | -7.7
O=S(=O)(Nc1nccnc1N1CCN(S(=O)(=O)c2cccc3ccccc23)CC1)c1ccc2c(c1)OCCO2 | 6.1 | 2.3 | 15.9
CC(NC(=O)Cc1ccc2c(c1)OCCO2)c1ccc(Cl)s1 (stereo not given) | / | -1.1 | -4.4
CC(C)Cc1cc(C(=O)N2CCC(c3nnc4n3CCCCC4)CC2)n[nH]1 | / | -4.8 | 9.8
